Screening results (PubChem)
VLA-4 inh – inhibition in a human VLA-4 binding assay; AID 2557; hit rate 0.2% among 330,000; inhibition, % (about 7 µM as worked out from the volumes in the protocol); P13612; VLA-4 expressing cells, ligand binding flow cytometry; in the data active = inhibition above about 50%
Fam108B inh – blocks mouse Fam108B hydrolase in RBBP9 counter-screen. recombinant Fam108B, FP-Rh probe fluorescence polarization. inhibition, % at 9.51 µM. hit rate 0.33% among 300,000. AID 1947;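 active = inhibition above the screen mean inhibition plus 3 SD, computed separately per campaign, cut at about 18% in these data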;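 also: inhibitors lower polarization as less probe binds the enzyme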
MCL1-BIM inh – MCL1-BIM-BH3 interaction inhibition (human) | Q07820 | GST-MCL1 / FITC-Bim-BH3 fluorescence polarization | inhibition, % at 10.9 µM | hit rate 0.68% among 320,000;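 active = inhibition above the mean inhibition of all tested compounds plus 3 SD, set per campaign, cut at about 40% in these data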;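 also: 0% = DMSO wells and 100% = unlabeled Bim-BH3 peptide control; higher means more loss of mP so more displacement of Bim peptide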
Target sequence (Q07820 whole entry, looked up): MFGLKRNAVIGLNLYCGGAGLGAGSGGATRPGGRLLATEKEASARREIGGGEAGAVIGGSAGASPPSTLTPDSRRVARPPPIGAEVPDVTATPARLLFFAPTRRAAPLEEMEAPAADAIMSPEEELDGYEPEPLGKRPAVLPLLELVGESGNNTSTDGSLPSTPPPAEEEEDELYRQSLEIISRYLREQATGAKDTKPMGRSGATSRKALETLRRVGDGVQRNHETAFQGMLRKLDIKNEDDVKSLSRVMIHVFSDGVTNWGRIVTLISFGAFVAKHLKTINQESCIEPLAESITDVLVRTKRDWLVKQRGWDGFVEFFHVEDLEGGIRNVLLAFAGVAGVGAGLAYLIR
MEX-5 binding – C. elegans MEX-5 TCR-2 RNA binding activity; MEX-5/FITC-TCR2 RNA binding, fluorescence polarization; active compounds read low; activity score (negative = inhibition of binding), % at 10 µM; hit rate 0.38% among 300,000; AID 1832;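 active = inhibition past about -25% in most replicates, and total fluorescence under double the plate's negative control median, limit read from the data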;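 also: 0% = DMSO and -100% = 5 µM competing unlabeled TCR2 RNA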
CIT2 TOR yeast – yeast TOR pathway CIT2-GFP modulation | S. cerevisiae CIT2-GFP strain, flow cytometry, 3 h; 100 means same as DMSO wells | GFP response vs DMSO, % at 10 µM | hit rate 0.065% among 320,000;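 active = GFP response relative to DMSO above a set limit, near the screen mean plus 3 SD, cut at about 150% in these data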;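 also: ratio of well median GFP fluorescence to mean of DMSO wells on the plate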
AGP1 TOR yeast – modulators of TOR pathway AGP1-GFP in S. cerevisiae; S. cerevisiae AGP1-GFP multiplex flow cytometry, 3 h; GFP as percent of DMSO wells; hit rate 0.02% among 320,000; GFP response vs DMSO, % at 10 µM;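 active = GFP response relative to DMSO above a set limit, near screen average plus 3 SD, cut at about 150% in these data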;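 also: median GFP channel fluorescence of the gated AGP1 strain per well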
Bcl-xL primary – blocks human Bcl-xL binding to Bim BH3 peptide | Q07817 | GST-Bcl-xL / FITC-Bim BH3 peptide fluorescence polarization | inhibition, % at 10.9 µM | hit rate 0.7% among 320,000;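 active = inhibition above the mean of all tested compounds plus 3 SD, cutoff set per campaign, cut at about 30% in these data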;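 also: 0% = DMSO wells and 100% = unlabeled Bim-BH3 peptide competitor; inhibitors lower millipolarization by displacing the labeled peptide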
Target sequence (Q07817 whole entry, looked up): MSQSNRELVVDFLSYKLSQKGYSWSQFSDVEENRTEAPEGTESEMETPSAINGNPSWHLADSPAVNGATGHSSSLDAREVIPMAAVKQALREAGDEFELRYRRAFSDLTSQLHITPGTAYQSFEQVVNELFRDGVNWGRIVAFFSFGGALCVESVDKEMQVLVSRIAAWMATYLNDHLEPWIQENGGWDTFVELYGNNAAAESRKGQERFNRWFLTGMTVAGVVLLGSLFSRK
GLD-1 RNA inh – GLD-1-TGE RNA interaction inhibition (C. elegans); inhibition, % at 5.96 µM; AID 2280; Q17339; hit rate 0.44% among 320,000; purified GLD-1 + fluorescein TGE RNA, fluorescence polarization;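 active = percent inhibition above a per-plate cutoff, the plate mean of test compounds plus 3 SD, cut at about 30% in these data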;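 also: 0% = DMSO wells with GLD-1 and probe and 100% = wells lacking GLD-1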
Target sequence (Q17339 whole entry, looked up): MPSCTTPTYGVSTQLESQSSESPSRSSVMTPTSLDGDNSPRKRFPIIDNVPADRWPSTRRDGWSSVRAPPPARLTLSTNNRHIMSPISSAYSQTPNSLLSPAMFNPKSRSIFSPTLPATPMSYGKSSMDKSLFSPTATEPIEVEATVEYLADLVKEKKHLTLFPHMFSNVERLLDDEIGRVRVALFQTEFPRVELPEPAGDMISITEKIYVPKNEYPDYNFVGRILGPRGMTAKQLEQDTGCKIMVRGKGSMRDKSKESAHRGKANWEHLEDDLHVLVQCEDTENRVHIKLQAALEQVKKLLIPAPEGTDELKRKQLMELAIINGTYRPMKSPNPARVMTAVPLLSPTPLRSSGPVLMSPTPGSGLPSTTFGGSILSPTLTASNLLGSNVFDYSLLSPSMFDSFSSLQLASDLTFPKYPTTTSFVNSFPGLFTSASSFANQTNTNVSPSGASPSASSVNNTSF
GRK2 inh – blocks RNA aptamer binding to human GRK2 | bead flow cytometry, FAM-aptamer displacement from GRK2 | inhibition of aptamer binding, % at 10 µM | hit rate 0.59% among 330,000 | AID 488847;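 active = inhibition of aptamer binding above 40%, roughly 3 SD of noise, on plates passing a quality check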;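 also: median bead fluorescence of bound FAM aptamer so fluorescent compounds give negative values; no value below 0 was filed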
* marks the source's active call; other numbers are inactive results; nt = not tested or not shown. No enrichment for hits, and some 2.2% of all compounds hit somewhere here.

canonical_smiles	GLD-1 RNA inh	MCL1-BIM inh	CIT2 TOR yeast	AGP1 TOR yeast	Bcl-xL primary	VLA-4 inh	Fam108B inh	GRK2 inh	MEX-5 binding
Cc1ccc(S(=O)(=O)NCCOc2nc(N(C)C)nc(N(C)C)n2)cc1	-3	2	90	99	-2	7	3	3	3.1
CC(C)OC(=O)c1cc(NC(=O)c2nn(C)cc2Br)cc(C(=O)OC(C)C)c1	7	-1	103	97	4	15	-13	2	0.7
COCc1c(C(=O)OCC(=O)c2ccc[nH]2)oc2ccccc12	4	nt	106	94	nt	-15	nt	0	nt
CC(C)(C)SCCNC(=O)COc1ccccc1	1	-1	98	107	3	-2	0	0	-2.9
CN(C)c1ccc(/C=N/NC(=O)c2nnn(-c3nonc3N)c2CN2CCCCCC2)cc1	0	-6	96	99	-5	11	-2	0	-0.5
Cn1cnnc1Sc1ccc(/C=C(\CC(=O)O)c2nc3ccccc3s2)cc1[N+](=O)[O-]	8	11	102	101	15	1	-2	1	-0.6
COc1cccc(CSc2nc3nc(C)cc(C)n3n2)c1	0	5	96	84	2	18	-4	2	-2.2
CCOc1ccc(NC(=O)Nc2cc(C)ccc2OC)cc1	11	-4	105	104	1	11	4	1	3.7
Cc1cc(C(=O)CSc2ccc(F)cc2)cc(C)c1OC(=S)N(C)C	4	8	94	101	8	1	0	0	-0.8
Cc1ccsc1C(=O)OCC(=O)c1ccc[nH]1	-6	-4	97	100	1	-12	nt	3	nt
COc1ccc(N(CC(=O)N/N=C/c2cccc3c2OCCO3)S(=O)(=O)c2ccc(NC(C)=O)cc2)cc1	2	3	101	101	4	3	-24	1	-0.2
CCCc1cc(=O)[nH]c(SCC(=O)N2c3ccccc3NC(=O)C2(C)C)n1	0	nt	95	88	nt	-32	nt	6	nt
O=C(NCc1cccnc1)c1ccc(S(=O)(=O)N2CCCCCC2)cc1	3	-3	94	99	-6	3	0	2	-1.3
O=C1NC(=O)/C(=C/c2ccccc2OCc2ccccc2)S1	0	6	89	94	2	0	-9	0	0.8
Cc1c(Br)cc(C(=O)N2CCN(CCO)CC2)c(C)c1C	-5	-5	95	102	5	4	-5	4	-1.5
CCOC(=O)C1=C(CNCCOc2ccc(OC)cc2)NC(=O)NC1c1ccc2c(c1)OCO2 (centres undefined)	8	1	94	89	6	4	-1	0	-1.0
N#CCSc1nc2ccccc2c(=O)n1CCC(=O)NC1CCCCC1	12	5	106	109	4	-10	-5	5	-1.2
Cc1ccc(OCC(=O)Nc2cc(C)on2)c([N+](=O)[O-])n1	7	2	91	100	-7	-14	2	0	-2.3
COc1ccc(-c2c(C#N)c(N)nc3c2c(=O)n(C)c(=O)n3C)cc1Cl	0	8	98	84	5	2	3	0	-1.4
COC(=O)c1sccc1NC(=S)Nc1cc(C)cc(C)c1	2	20	98	97	13	6	2	0	2.5
COCCCNC(=S)Nc1ccccc1C	6	16	103	100	3	28	-2	3	-2.1
COc1ccc(NC(=O)C2CC(=O)OC23CCCCC3)cc1 (centres undefined)	5	10	107	106	4	-21	2	2	0.3
COc1ccc(OC(C)C(=O)Nc2cccc(F)c2)cc1 (centres undefined)	-10	10	76	110	5	-7	7	2	-1.3
O=c1[nH]c(-c2ccccc2)nn1-c1ccc(Br)cc1Br	12	11	100	101	11	-8	-1	1	1.1
CC(=O)Nc1cc(C(=O)NCc2ccco2)ccc1Sc1ccc(C)cc1	9	-3	91	95	-4	-3	-5	0	-1.3
O=C(CSc1nnc(NC(=O)c2ccc(F)cc2)s1)NC1CCCC1	8	-3	106	107	1	-6	-1	0	0.6
O=C(O/N=C(\c1ccccc1)c1ccncc1)c1ccccc1F	-5	1	82	89	-4	0	1	0	0.1
CN(C)C(=O)CSc1nc2ccccc2n1CC(=O)N1CCN(c2ccccc2)CC1	4	1	105	100	1	4	-3	0	0.5
Cc1ccc(-c2csc(NC(=O)CSc3nc4ccccc4o3)n2)cc1	0	-4	95	97	-4	4	-2	0	-1.3
COC(=O)c1sc(NC(=O)/C=C/c2ccccc2Cl)nc1C	3	2	98	85	2	3	-11	0	-1.3

5 records picked at random from the list so far:
canonical_smiles	GLD-1 RNA inh	MCL1-BIM inh	CIT2 TOR yeast	AGP1 TOR yeast	Bcl-xL primary	VLA-4 inh	Fam108B inh	GRK2 inh	MEX-5 binding
O=C(CSc1nnc(NC(=O)c2ccc(F)cc2)s1)NC1CCCC1	8	-3	106	107	1	-6	-1	0	0.6
O=C(O/N=C(\c1ccccc1)c1ccncc1)c1ccccc1F	-5	1	82	89	-4	0	1	0	0.1
CC(C)OC(=O)c1cc(NC(=O)c2nn(C)cc2Br)cc(C(=O)OC(C)C)c1	7	-1	103	97	4	15	-13	2	0.7
O=C(NCc1cccnc1)c1ccc(S(=O)(=O)N2CCCCCC2)cc1	3	-3	94	99	-6	3	0	2	-1.3
O=C1NC(=O)/C(=C/c2ccccc2OCc2ccccc2)S1	0	6	89	94	2	0	-9	0	0.8

Further results follow:
canonical_smiles	GLD-1 RNA inh	MCL1-BIM inh	CIT2 TOR yeast	AGP1 TOR yeast	Bcl-xL primary	VLA-4 inh	Fam108B inh	GRK2 inh	MEX-5 binding
C=CCS(=O)(=O)N1CCCC(N2CCN(c3ccccc3OC)CC2)C1 (centres undefined)	3	0	103	100	1	-4	-1	1	1.8
COc1ccc(CN(CC(=O)NC2CCCC2)C(=O)CCC(=O)Nc2nc(C)cs2)cc1	8	-3	103	105	2	-6	0	0	-0.2
CCOC(CNC(=O)C(=O)Nc1cc2c3c(c1)CCN3C(=O)CC2)OCC	-6	10	123	113	5	-3	-3	0	0.5
N#C/C(=C(/O)CN1CCOCC1)c1nc(-c2ccccc2)cs1	-6	2	100	98	2	-61	-6	3	1.6
CCc1nc(SCc2ccc(OC)c(Br)c2)n[nH]1	-5	-3	97	92	6	4	-1	2	5.0
COc1cc(CNCc2cccs2)ccc1OCC(=O)NC(C)(C)C	3	0	97	95	-1	16	0	0	0.4
Cc1cccn2c(=O)c3cc(C(=O)NC4CCCC4)c(=N)n(C4CCCC4)c3nc12	4	1	99	100	3	-10	-2	0	-4.7
COc1cccc(CNC(=O)COC(=O)c2nc(Cl)c(Cl)c(Cl)c2Cl)c1	6	2	105	107	0	35	nt	0	nt
COc1ccc(CCNC(=O)CSc2nc3ccccc3o2)cc1	-1	-9	94	100	-2	5	0	2	1.3
NCCCC[C@H]1CNC(=O)C(=O)N1CCc1cccc(F)c1	8	5	101	107	3	2	1	2	-1.3
Cn1cc(CNC(=O)c2cc(COc3ccc4c(c3)CCCC4)on2)cn1	-5	8	97	85	4	4	-2	0	-2.0
Cc1ccc(C2=NCCn3c2c2ccccc2[n+]3[O-])cc1	0	-5	97	98	-2	1	5	0	1.4
COc1cc(-c2nnc(SCC(=O)Nc3ccc(C(=O)O)cc3)o2)cc(OC)c1OC	4	nt	103	102	nt	2	nt	0	nt
CN(CC(=O)Nc1ccccc1Cl)C(=O)CN1C(=O)NC(c2ccccc2)(c2ccccc2)C1=O	6	0	99	95	1	0	nt	3	nt
COc1cc(-c2nnc(SCC(=O)c3cc(C)n(CC4CCCO4)c3C)o2)cc(OC)c1OC (centres undefined)	6	-7	102	102	4	26	-2	0	-3.0
Nc1c(-c2ccc(Cl)cc2)cnn1-c1cc(C(F)(F)F)cc(C(F)(F)F)c1	5	7	98	101	1	-6	1	3	3.1
COc1ccccc1C(=O)NNC(=O)c1ccccc1[N+](=O)[O-]	4	12	93	99	6	9	1	2	-1.7
CCOc1cc(/C=C2\CN(C)C/C(=C\c3ccc(O)c(OCC)c3)C2=O)ccc1O	-6	7	116	104	2	-1	-4	0	-4.0
Cc1nn(C(=O)C2CC2)c(C)c1Sc1ccc(Cl)cc1	3	5	103	102	1	-5	3	7	-2.0
CCOC(=O)COc1ccc2nsnc2c1	-5	7	112	110	3	2	2	5	-3.9
COCCN(C(=S)Nc1c(C)cc(C)cc1C)C(C)c1cccs1 (centres undefined)	4	0	106	107	2	-2	0	0	2.0
COc1cc(OC)cc(C(=O)OCCNC(=O)Cn2cnc3c2c(=O)n(C)c(=O)n3C)c1	-4	3	102	107	6	2	-1	0	2.3
CCCCCCCCCCCC1=C(O)C(=O)C=C(O)C1=O	4	52*	65	71	8	0	15	2	-0.8
COc1cc([N+](=O)[O-])ccc1NC(=O)C[n+]1ccccc1C	3	2	91	99	3	8	0	2	2.3
CC1CCN(C(=O)Cn2nnc(-c3ccccc3)n2)CC1	7	45*	103	97	10	-2	2	0	2.2
O=C(CN1C(=O)c2ccccc2S1(=O)=O)N1CCN(c2ccc(F)cc2)CC1	-1	1	92	101	3	11	-2	0	1.2
O=C(O)COc1ccc(-c2nccc(-c3cccs3)n2)cc1	12	1	104	103	1	19	-5	0	-0.6
Cc1ccc(NC(=O)CCC(=O)NNS(=O)(=O)c2ccc(Cl)cc2)cc1C	nt	nt	97	99	nt	7	nt	0	nt
Cc1ccc2nc(COC(=O)c3ccc(Cl)nc3)cc(=O)n2c1	2	nt	86	93	nt	7	nt	3	nt
O=C(NCC1CCCO1)c1ccc(-c2cccc(C(F)(F)F)c2)o1 (centres undefined)	3	2	91	83	5	11	-2	1	-2.4
Cn1c(SCc2cc(=O)[nH]c3ccccc23)nnc1-c1ccc(Br)cc1	1	3	92	97	2	14	-4	3	-1.6
O=C(CN1C(=O)NC2(CCCC2)C1=O)Nc1ccc(F)c(F)c1F	-1	4	94	90	-4	5	-5	2	1.4
Cc1noc(C)c1C(=O)NCc1cccs1	4	3	106	98	2	-3	0	2	-1.7
Cn1c(=O)[nH]c(=O)c2c1nc(SCCC(=O)O)n2Cc1cccc(Br)c1	1	-26	97	102	-19	3	-1	1	2.9
COC(=O)C(=C/C(C)=C/c1cccnc1)C(=O)OC	-3	17	97	98	10	2	4	0	-1.0
COc1ccc(-c2csc(Cc3nnc4n3CCCCC4)n2)cc1	4	9	101	101	2	-2	-2	0	2.5
Cc1cc(C)c(S(=O)(=O)N2CCCC(C(=O)N3CCOCC3)C2)c(C)c1 (centres undefined)	-3	8	nt	96	1	0	-2	3	0.3
COc1ccccc1-c1nnc(SCC(=O)Nc2ccc3[nH]c(=O)[nH]c3c2)n1N	0	-3	101	114	4	17	-3	5	0.6
CC(=O)N1c2ccc(C)cc2C(c2ccccc2)CC1C (centres undefined)	2	4	101	99	4	-16	-1	1	-0.7
CSCCC(NC(=O)c1ccco1)C(=O)Nc1cc(C)ccn1 (centres undefined)	0	0	99	112	-1	18	2	0	-1.5
Cc1ccc(S(=O)(=O)N(C)C)cc1NC(=O)Nc1ccccc1	-2	1	92	106	2	6	-16	0	-1.1

A section of the results above:
canonical_smiles	GLD-1 RNA inh	MCL1-BIM inh	CIT2 TOR yeast	AGP1 TOR yeast	Bcl-xL primary	VLA-4 inh	Fam108B inh	GRK2 inh	MEX-5 binding
COc1ccccc1-c1nnc(SCC(=O)Nc2ccc3[nH]c(=O)[nH]c3c2)n1N	0	-3	101	114	4	17	-3	5	0.6
CC(=O)N1c2ccc(C)cc2C(c2ccccc2)CC1C (centres undefined)	2	4	101	99	4	-16	-1	1	-0.7
CSCCC(NC(=O)c1ccco1)C(=O)Nc1cc(C)ccn1 (centres undefined)	0	0	99	112	-1	18	2	0	-1.5
